Screening results (PubChem BioAssay)
697 NFkB inh = lowers PMA/ionomycin-induced NF-kB signal in 697 B cells. 697 B-cell NF-kB luciferase reporter, 16 h. AID 435022. actives 0.33% (n = 330,000). inhibition, % at 4 µM; in the data active = inhibition above about 35%
Gli-Sufu antag = Gli-Sufu pathway antagonism; Sufu-KO-LIGHT fibroblasts, Gli luciferase reporter luminescence; actives 0.74% (n = 340,000); inhibition, % at 5 µM;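 active = inhibition above about 55%, limit read from the data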;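 note: 0% = DMSO-treated cells and 100% = wells with medium but no cells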
Jurkat NFkB inh = inhibitors of the PMA/ionomycin-induced NF-kB reporter in Jurkat cells | PMA/ionomycin-induced NF-kB luciferase reporter, luminescence | inhibition, % at 4 µM | AID 435003 | actives 0.53% (n = 330,000); in the data active = inhibition above about 50%
UPR CHOP act = apoptotic UPR (CHOP) activation; CHO-CHOP luciferase reporter, luminescence; percent of tunicamycin response over DMSO baseline; activation, % at 10 µM; actives 0.34% (n = 330,000); AID 449763;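 active = at 10 µM dose, activation of 40% or more, normalized to positive control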;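 note: 100% = tunicamycin at 10 µg/mL and 0% = DMSO alone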
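measured by = luciferase luminescence | assay system = CHO-CHOP cells, stable luciferase reporter of PERK-eIF2a-CHOP signalling | amount = 500 reporter cells seeded per well | timing = 6 h compound exposure at 37 °C after overnight seeding | controls = positive tunicamycin 10 µg/mL, negative DMSO alone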
CCR6 antagonist = antagonists of human CCR6 receptor. actives 0.49% (n = 340,000). AID 493098. CHO-K1 CCR6 PathHunter beta-arrestin, luminescence, CCL20-stimulated. inhibition, % at 20 µM;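 active = compounds whose inhibition of the agonist-driven luminescence signal at 20 µM reaches about 50%, limit read from the data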;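 note: cells stimulated with CCL20 at 14 nM final; plate controls were DMSO with CCL20 for no effect and DMSO without agonist for full effect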
Mdm2-MdmX inh = disrupts the human Mdm2-MdmX interaction | AID 485346 | O15151+Q00987 | actives 3% (n = 330,000) | SaOS-2 split-luciferase Mdm2/MdmX complementation, luminescence | inhibition, % at 8 µM;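 active = inhibition of at least 50% at 8 µM in the primary screen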
Target sequence (O15151 whole entry, looked up): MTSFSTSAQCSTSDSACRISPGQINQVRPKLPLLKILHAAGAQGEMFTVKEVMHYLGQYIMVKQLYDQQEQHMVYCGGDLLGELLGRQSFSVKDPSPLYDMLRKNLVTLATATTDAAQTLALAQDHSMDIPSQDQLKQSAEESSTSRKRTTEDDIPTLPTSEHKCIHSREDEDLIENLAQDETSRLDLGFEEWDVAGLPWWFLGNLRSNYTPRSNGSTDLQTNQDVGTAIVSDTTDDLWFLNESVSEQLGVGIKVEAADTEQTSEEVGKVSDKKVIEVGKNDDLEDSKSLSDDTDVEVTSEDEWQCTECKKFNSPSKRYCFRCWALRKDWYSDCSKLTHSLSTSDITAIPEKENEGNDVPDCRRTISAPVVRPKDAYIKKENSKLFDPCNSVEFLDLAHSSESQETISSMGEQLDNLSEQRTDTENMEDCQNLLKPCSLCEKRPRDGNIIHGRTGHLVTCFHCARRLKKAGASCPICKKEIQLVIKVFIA
Target sequence (Q00987 whole entry, looked up): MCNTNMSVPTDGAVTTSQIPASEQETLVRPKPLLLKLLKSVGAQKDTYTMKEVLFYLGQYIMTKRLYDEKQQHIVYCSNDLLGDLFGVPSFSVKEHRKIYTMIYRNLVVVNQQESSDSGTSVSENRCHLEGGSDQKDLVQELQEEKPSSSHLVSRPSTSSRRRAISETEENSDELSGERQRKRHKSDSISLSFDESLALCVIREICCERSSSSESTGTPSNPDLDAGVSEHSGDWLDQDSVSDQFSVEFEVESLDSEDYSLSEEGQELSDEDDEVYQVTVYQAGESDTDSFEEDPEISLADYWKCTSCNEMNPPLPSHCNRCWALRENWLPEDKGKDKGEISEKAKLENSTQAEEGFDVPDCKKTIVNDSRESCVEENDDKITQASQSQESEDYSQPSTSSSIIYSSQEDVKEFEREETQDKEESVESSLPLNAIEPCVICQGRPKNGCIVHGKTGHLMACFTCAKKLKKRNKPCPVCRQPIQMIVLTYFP
CXCR6 inh = CXCR6 (human) receptor inhibition. AID 602244. inhibition, % at 20 µM. CHO-K1 PathHunter CXCR6 beta-arrestin, luminescence. O00574. actives 0.36% (n = 360,000); in the data active = inhibition above about 34%, passing the limit was not always enough;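 note: antagonist mode with CXCL16 agonist at 10 nM final; 0% = 10 nM CXCL16 with DMSO and 100% = unstimulated wells without agonist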
EBI2 antag = blocks human EBI2 receptor beta-arrestin signaling; inhibition, % at 5 µM; AID 651636; actives 0.81% (n = 360,000); EBI2 beta-arrestin recruitment, luminescence, 7a,25-OHC stimulated; in the data active = inhibition above about 38%;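 note: enzyme fragment complementation signal reports receptor beta-arrestin coupling in cells; 0% = agonist plus DMSO wells and 100% = wells without agonist; some results beyond the cut were filed as inactive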
UPR XBP1 act = adaptive UPR (XBP1) activation; CHO-XBP1 luciferase reporter, IRE1-XBP1 UPR activation, luminescence; percent of tunicamycin response, DMSO as zero; actives 0.33% (n = 330,000); AID 463104; activation, % at 20 µM;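 active = versus positive control, 20 µM dose yields 30% or more activation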;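 note: 100% = tunicamycin at 10 µg/mL and 0% = DMSO only wells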
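Material: CHO cell line with stable XBP1 luciferase reporter; buffer or medium: F12 medium containing 10% fetal bovine serum; compound: single point, 20 µM final compound, 1% DMSO; incubation: 6 h treatment, 37 °C; measured by: glow luminescence from Steady-Glo reagent; evaluation: activation, % of tunicamycin; control set: tunicamycin high, DMSO low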
Numbers without * were called inactive; / = not tested or not shown; & = joins results of further samples.

Field names: A = 697 NFkB inh; B = Gli-Sufu antag; C = Jurkat NFkB inh; D = UPR CHOP act; E = CCR6 antagonist; F = Mdm2-MdmX inh; G = CXCR6 inh; H = EBI2 antag; I = UPR XBP1 act
O=C(c1ccc(COCC(F)(F)F)o1)N1CCCCCC1
  A = 16; B = -1; C = 3; D = -1.3; E = 0; F = 11; G = 1; H = -1; I = -3
COc1ccc(S(=O)(=O)N2c3cc(C)ccc3OCC2C(C)(C)C)cc1 (stereo unspecified)
  A = -50; B = 9; C = 51*; D = -1.7; E = 1; F = 56*; G = 2; H = 10; I = 6
CCOC(=O)c1nc(C)nc(Sc2n[nH]c(-c3ccc(C(C)(C)C)cc3)n2)c1C
  A = -119; B = -4; C = -10; D = -1.4; E = 1; F = 20; G = -8; H = 2; I = -1
O=C(COc1ccccc1)N1CCc2ccccc21
  A = -63; B = -57; C = -64; D = 3.3; E = 10; F = -71; G = 1; H = -3; I = 0
O=C1c2ccccc2C(=O)N1c1ncc(Cc2ccc(Cl)cc2)s1
  A = /; B = -9; C = /; D = /; E = -10; F = /; G = 1; H = -2; I = /
CN(C)S(=O)(=O)c1ccc(Cl)c(NC(=O)CN2CCc3ccccc3C2)c1
  A = -9; B = 18; C = -3; D = -2.4; E = 8; F = 19; G = -3; H = 2; I = -4
Cc1cc(NC(=O)CSc2nnc(C3COc4ccccc4O3)n2C)no1 (stereo unspecified)
  A = 5; B = -16; C = 6; D = -1.0; E = 1; F = -20; G = -4; H = -8; I = 1
O=C(NCCc1c[nH]c2ccccc12)C(=O)Nc1cc2c3c(c1)CC(=O)N3CCC2
  A = 16; B = -5; C = 4; D = -2.1; E = -5; F = 18; G = -5; H = -10; I = 1
C=C[C@H]1[C@H](OC2OC(CO)C(O)C(O)C2O)OC=C(C(=O)OC)[C@H]1C[C@H]1CC(=O)C[C@H](CC(=O)CCc2ccc(O)cc2)O1 (stereo partly specified)
  A = 5; B = 2; C = 2; D = -0.4; E = -2; F = 11; G = /; H = /; I = 0
COc1ccc(CCNC(=O)c2cccc(NS(=O)(=O)c3ccccc3F)c2)cc1OC
  A = 22; B = 0; C = -13; D = -2.1; E = 8; F = -21; G = -6; H = 7; I = -7
S=C(Nc1ccc(Cl)cc1)c1sc(N2CCCCC2)nc1N1CCOCC1
  A = 4; B = 9; C = 2; D = 0.7; E = 22; F = 4; G = 10; H = 20; I = 1
O=C(Nc1cc(Cl)c(O)c(Cl)c1)C1CCCO1 (stereo unspecified)
  A = 3; B = 4; C = 3; D = -1.8; E = -1; F = -18; G = 10; H = 3; I = 0
Cn1c(CSCc2ccccc2)n[nH]c1=S
  A = 8; B = 1; C = 0; D = 0.5; E = 7; F = 19; G = 3; H = -6; I = 1
COc1cccc(N2CCN(C(=O)C3CCN(S(=O)(=O)c4ccc5c(c4)CC(C)N5C(C)=O)CC3)CC2)c1 (stereo unspecified)
  A = -11; B = 48; C = -1; D = -0.7; E = 20; F = 14; G = -9; H = 7; I = -2
O=C(COc1coc(CN2CCN(c3ccc(F)cc3)CC2)cc1=O)NC1CCCC1
  A = 2; B = 2; C = 15; D = 0.9; E = 6; F = -27; G = -5; H = -4; I = -3
COc1ccc(CN(C(=O)c2cc3ccccc3oc2=O)C2CCCC2)cc1
  A = 20; B = 7; C = 4; D = 1.8; E = 4; F = -4; G = -7; H = 3; I = 0
CCOc1ccc(NC(=O)C(CC)NC(=O)c2ccccc2CO)cc1 (stereo unspecified)
  A = 25; B = -1; C = -10; D = -1.2; E = 10; F = 17; G = -5; H = 4; I = -2
O=C1CCN(Cc2ccc(O)cc2)CCN1CCO
  A = 13; B = 33; C = 3; D = 1.4; E = -9; F = 2; G = -8&2; H = -1&-6; I = 0
Cc1ccc(C(C)(C)C)c(OCCCCN2CCCC2)c1
  A = -41; B = -6; C = 0; D = 5.4; E = 7; F = -11; G = 0; H = -12; I = 2
CCOC(=O)Cc1csc(SCC(=O)c2c(N)n(CC(C)C)c(=O)n(C)c2=O)n1
  A = 4; B = -6; C = 39; D = 1.1; E = 6; F = 15; G = 1; H = 0; I = -2

2 entries from above, with bars between the fields.
molecule | 697 NFkB inh | Gli-Sufu antag | Jurkat NFkB inh | UPR CHOP act | CCR6 antagonist | Mdm2-MdmX inh | CXCR6 inh | EBI2 antag | UPR XBP1 act
S=C(Nc1ccc(Cl)cc1)c1sc(N2CCCCC2)nc1N1CCOCC1 | 4 | 9 | 2 | 0.7 | 22 | 4 | 10 | 20 | 1
O=C(Nc1cc(Cl)c(O)c(Cl)c1)C1CCCO1 (stereo unspecified) | 3 | 4 | 3 | -1.8 | -1 | -18 | 10 | 3 | 0

Other records:
Field names: A = 697 NFkB inh; B = Gli-Sufu antag; C = Jurkat NFkB inh; D = UPR CHOP act; E = CCR6 antagonist; F = Mdm2-MdmX inh; G = CXCR6 inh; H = EBI2 antag; I = UPR XBP1 act
CC1=C(C(=O)Nc2cccc(C(=O)NCc3ccccc3C)c2)SCCO1
  A = 2; B = -4; C = 5; D = -2.0; E = 20; F = 13; G = -5; H = 2; I = -5
COc1ccc2ccccc2c1/C=N\n1c(C)cc(C)c(C(N)=O)c1=O
  A = 19; B = 23; C = 14; D = 1.6; E = -2; F = 2; G = -2; H = 5; I = 1
O=S(=O)(NCCN1CCOCC1)c1cccs1
  A = 3; B = -3; C = 13; D = -0.6; E = 4; F = -7; G = -5; H = -3; I = 1
Oc1cccc(C2c3[nH]c4ccccc4c3CCN2Cc2ccoc2)c1 (stereo unspecified)
  A = 15; B = -11; C = 0; D = 0.7; E = -3; F = -2; G = -7; H = -5; I = -2
C=CCOc1c(CNc2ncn[nH]2)cccc1OC
  A = 17; B = 2; C = 18; D = 0.5; E = -1; F = 24; G = 4; H = 1; I = -1
CCOc1ccccc1C(=O)OCC(=O)Nc1cc(Cl)ccc1Oc1ccccc1
  A = 1; B = 4; C = -5; D = 1.0; E = 19; F = -13; G = 10; H = 3; I = 1
COc1ccccc1NC(=O)CCc1nnc2ccc(N3CCN(C)CC3)nn12
  A = 7; B = 6; C = -10; D = 2.5; E = 2; F = 12; G = 7; H = -1; I = -2
N#Cc1ccccc1COC(=O)c1ccc2c(c1)OCO2
  A = 17; B = /; C = -3; D = 2.3; E = 22; F = -9; G = -10; H = -3; I = 3
COC(=O)c1ccccc1NC(=O)CN(C)S(=O)(=O)c1cc(C)ccc1OC
  A = -16; B = -2; C = 2; D = 2.5; E = -3; F = -10; G = 7; H = 8; I = 0
CCCCc1ccc(-n2c(Cc3cccs3)n[nH]c2=S)cc1
  A = -18; B = 3; C = -3; D = -0.2; E = 8; F = -4; G = 8; H = -7; I = 5
CC1(C)O[C@@H]2[C@H](O1)[C@@H](COS(=O)(=O)O)O[C@H]2n1cnc2c(N)ncnc21
  A = 8; B = /; C = -5; D = -0.9; E = /; F = 12; G = /; H = /; I = -2
Cc1cc(C)nc(NC2=NCCN2C(=S)Nc2ccc(C)c(C)c2)n1
  A = 16; B = -4; C = 10; D = 1.1; E = -5; F = 20; G = 16; H = 4; I = -2
CCc1ccccc1N(C(=O)c1snc(C(N)=O)c1N)C(C(=O)NCC1CCCO1)c1ccc(OC)c(OC)c1 (stereo unspecified)
  A = -6; B = 7; C = 1; D = -2.8; E = 17; F = 24; G = 0; H = 8; I = -4
CSCCC(=O)N1CC[C@@H](N2CCN(c3ccccc3F)CC2)[C@H](O)C1
  A = -2; B = 25; C = -1; D = 0.3; E = 6; F = -3; G = 1; H = -3; I = -4
CS(=O)(=O)N(CC(=O)Nc1ccc2c(c1)OCO2)c1ccccc1
  A = -8; B = -4; C = 16; D = 0.5; E = 6; F = 8; G = 0; H = 4; I = -3
Cc1cccc(N2CCN(C(=O)COc3ccc4c(c3)CCC4)CC2C)c1 (stereo unspecified)
  A = 10; B = -2; C = 10; D = 2.3; E = 16; F = 5; G = -4; H = 17; I = 2
COc1ccc(OC)c(CCNC(=O)c2cccc(NC(=O)C3=C(C)OCCS3)c2)c1
  A = 0; B = 6; C = 32; D = 0.5; E = 19; F = 19; G = -2; H = 18; I = -8
CCCn1c(SCC(=O)NC2CCC(C)CC2)n[nH]c1=O (stereo unspecified)
  A = 9; B = 2; C = 1; D = -3.1; E = 9; F = -3; G = 3; H = -9; I = 1
CN(C)CCCNC(=O)c1ccc(Cl)c(S(=O)(=O)N2CCCCCC2)c1
  A = -3; B = 25; C = -24; D = 0.8; E = -5; F = 11; G = 0; H = -5; I = 2
Cc1ccc(S(=O)(=O)N2[C@@H](c3ccc(C(C)(C)C)cc3)C(C(=O)O)=CC[C@H]2c2ccc3c(c2)OCO3)cc1
  A = 0; B = -2; C = -4; D = 3.5; E = 4; F = 24; G = 0; H = -6; I = 1
COc1ccc(C2Nc3ccccc3C(=O)N2NC(C)=O)c(OC)c1 (stereo unspecified)
  A = 5; B = -8; C = 21; D = 4.4; E = 18; F = -9; G = 0; H = -8; I = -5
O=C(NC1CCc2ccccc21)c1cc(COc2cncc(Cl)c2)on1 (stereo unspecified)
  A = -54; B = -10; C = -5; D = 2.5; E = 9; F = 11; G = -11; H = 13; I = -3
COC(=O)Cc1ccc(NC(=S)N2CCN(c3ccccn3)CC2)cc1
  A = -10; B = 0; C = -2; D = -1.3; E = -3; F = -3; G = 0; H = -15; I = -3
CCn1ncc(C2=NOC(C(=O)Nc3cccc(C(C)=O)c3)C2)c1C (stereo unspecified)
  A = 9; B = 8; C = 17; D = -0.3; E = -15; F = 2; G = 0; H = -6; I = -1
COc1ccccc1C(C)NC(=O)C1CCN(S(=O)(=O)c2cccs2)CC1 (stereo unspecified)
  A = 7; B = 0; C = 2; D = -2.7; E = 7; F = 19; G = 3; H = -3; I = -3
Fc1cccc(Cl)c1Cn1nnc2c(NCc3ccccn3)ncnc21
  A = 7; B = -5; C = 0; D = 0.2; E = -2; F = 16; G = -1; H = -4; I = -2
CO/N=C\CC(=O)Nc1ccc(Cl)c(Cl)c1
  A = -21; B = -2; C = 43; D = 0.2; E = -6; F = 40; G = -1; H = 2; I = -4
COc1ccc(-c2cc(C(F)(F)F)n3nc(C(=O)Nc4c(C)n(C)n(-c5ccccc5)c4=O)c(Cl)c3n2)cc1
  A = 1; B = 5; C = 11; D = 0.7; E = 16; F = 23; G = -6; H = -4; I = 0
COc1ccc(NC(=O)Cc2ccsc2)cc1S(=O)(=O)N1CCCCC1
  A = -4; B = 7; C = 2; D = -1.4; E = 3; F = 15; G = 0; H = -1; I = -1
O=C(COc1ccc(C(=S)N2CCCC2)cc1)Nc1ccc(F)cc1
  A = 25; B = 1; C = 16; D = 1.4; E = -2; F = -13; G = -4; H = -4; I = -5
CN(C)S(=O)(=O)c1ccc(Cl)c(C(=O)Nc2cccc3ncccc23)c1
  A = 11; B = -17; C = 7; D = 0.3; E = -4; F = 24; G = -2; H = -4; I = -3
O=C(OCc1c(-c2ccccc2)ncc2ccccc12)c1ccc(F)cc1
  A = -12; B = 4; C = -8; D = 0.5; E = 29; F = 9; G = 10; H = 15; I = 3
COc1ccc(NC(=O)c2cccc(S(=O)(=O)N(C)c3ccccc3)c2)cn1
  A = -2; B = 0; C = 10; D = 1.0; E = 13; F = 18; G = 2; H = 2; I = -1
Cc1cc(NC(=O)CSc2nc3cc(C(=O)NCCCOC(C)C)ccc3c(=O)n2Cc2ccco2)no1
  A = 16; B = 0; C = 8; D = 0.7; E = 1; F = -5; G = -5; H = 0; I = -2
CCN1C(=O)c2cccc3c(Cl)ccc1c23
  A = 10; B = 6; C = 1; D = -0.2; E = 12; F = 50*; G = -4; H = 0; I = 4
C=CCn1c(C)c(C(C)=O)cc(NC(=O)c2ccccc2)c1=O
  A = 28; B = 6; C = 16; D = 0.0; E = -8; F = 16; G = 3; H = 2; I = 0
